Source: PubChem (Broad Institute)
ERp5 inh: inhibitors of ERp5-driven insulin aggregation, primary screen, biochemical, turbidity, absorbance 650 nm, single point; Protein disulfide-isomerase A6 (Homo sapiens), Q15084; 90 min; inhibition, % at 9.99 µM; actives 0.05% (n = 350,000);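 active = mean replicate inhibition above about 25%, with every replicate also reaching it, limit read from the data, passing the limit was not always enough; inconclusive = only one of those two criteria met; inactive = neither criterion met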
Target sequence (Q15084 whole entry, looked up): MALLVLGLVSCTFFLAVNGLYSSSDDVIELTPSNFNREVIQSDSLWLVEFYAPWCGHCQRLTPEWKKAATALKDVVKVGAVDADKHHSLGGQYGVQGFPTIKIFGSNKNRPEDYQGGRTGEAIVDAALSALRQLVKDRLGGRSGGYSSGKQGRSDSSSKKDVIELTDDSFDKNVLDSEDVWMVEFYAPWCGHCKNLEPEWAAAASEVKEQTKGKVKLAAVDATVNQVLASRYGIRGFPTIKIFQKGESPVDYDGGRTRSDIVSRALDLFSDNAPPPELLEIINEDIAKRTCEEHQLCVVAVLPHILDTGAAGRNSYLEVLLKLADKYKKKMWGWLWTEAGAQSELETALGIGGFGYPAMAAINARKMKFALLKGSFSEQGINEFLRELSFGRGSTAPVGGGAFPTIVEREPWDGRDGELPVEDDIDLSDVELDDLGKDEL
SIRT5 inh: SIRT5 desuccinylase inhibitors, primary screen, biochemical, fluorescence imaging, single point, set 5 | inhibition, % at 15 µM | actives 1.1% (n = 330,000) | Purified SirT5, succinyl-peptide AMC, trypsin-coupled fluorescence | NAD-dependent protein deacylase sirtuin-5, mitochondrial (Homo sapiens), Q9NXA8 | AID 652115, 2013; in the data active = inhibition above about 15%; inconclusive = no clear call, values can overlap the other calls
S100A4 MyoIIA: inhibitors of S100A4-myosin IIA peptide binding, primary screen, biochemical, fluorescence polarization, TAMRA-MyoIIA peptide; Protein S100-A4 (Homo sapiens), P26447; inhibition, % at 10.7 µM; actives 0.14% (n = 360,000); AID 652163, 2013;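 active = mean inhibition of at least 70% across replicates, with every replicate also reaching that level; inconclusive = mean inhibition reaches 70% but some replicates fall short; inactive = mean inhibition below 70%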
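Test system: S100A4 monomer protein. Medium: HEPES buffer with Ca2+, pH 7.2. Reagent: fluorescent myosin IIA peptide, 5 nM. Compound dosing: single-point compound testing. Timing: 5 min between mix addition and reading. Benchmarks: DMSO neutral and TFP positive wells.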
C2C12 statin: suppressors of statin myotoxicity in C2C12 myotubes, primary screen, cell-based, single point, plate reader. C2C12 myotubes + simvastatin, ATP luminescence, 48 h; scaled: DMSO 0, geranylgeraniol control 100. rescue of ATP level, % at 7.49 µM. actives 0.78% (n = 330,000). AID 602340, 2012;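 active = mean ATP rescue above about 67%, or every replicate alone reaching that limit, limit read from the data, passing the limit was not always enough; inconclusive = no clear call, values can overlap the other calls; inactive = mean under the limit and some replicate under it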;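 note: myotubes were challenged with 10 µM simvastatin during compound exposure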
DENV2 CPE rescue: inhibitors of DENV2 cytopathic effect, primary screen, cell-based, plate reader, single concentration; DENV2-infected cells, cytopathic effect rescue; CPE inhibition, % at 9.99 µM; actives 1.7% (n = 350,000); in the data active = CPE inhibition above about 20%, passing the limit was not always enough; inconclusive = no clear call, values can overlap the other calls; tested in BHK-21 cells;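 note: 0% = median of neutral control wells and 100% = median of positive control wells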
E-sel inducer: E-selectin induction in HUVECs, primary screen, imaging, HUVEC, immunofluorescence imaging, single point; P16581; normalized: neutral wells 0, TNF-alpha wells 100; activation, % at 7.58 µM; actives 0.37% (n = 260,000); AID 686992, 2013;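 active = mean E-selectin-positive cell signal at least 10% of the positive control, reached in at least 60% of replicates, without over 20% cell loss; inconclusive = no rule given, readout overlaps actives, possibly toxicity-flagged; inactive = the rest, including those meeting only one limit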;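 note: in these data hits start at about 27%; measured in HUVEC primary endothelial cells; signal is the percent of cells scored E-selectin positive by PE staining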
Target sequence (P16581 whole entry, looked up): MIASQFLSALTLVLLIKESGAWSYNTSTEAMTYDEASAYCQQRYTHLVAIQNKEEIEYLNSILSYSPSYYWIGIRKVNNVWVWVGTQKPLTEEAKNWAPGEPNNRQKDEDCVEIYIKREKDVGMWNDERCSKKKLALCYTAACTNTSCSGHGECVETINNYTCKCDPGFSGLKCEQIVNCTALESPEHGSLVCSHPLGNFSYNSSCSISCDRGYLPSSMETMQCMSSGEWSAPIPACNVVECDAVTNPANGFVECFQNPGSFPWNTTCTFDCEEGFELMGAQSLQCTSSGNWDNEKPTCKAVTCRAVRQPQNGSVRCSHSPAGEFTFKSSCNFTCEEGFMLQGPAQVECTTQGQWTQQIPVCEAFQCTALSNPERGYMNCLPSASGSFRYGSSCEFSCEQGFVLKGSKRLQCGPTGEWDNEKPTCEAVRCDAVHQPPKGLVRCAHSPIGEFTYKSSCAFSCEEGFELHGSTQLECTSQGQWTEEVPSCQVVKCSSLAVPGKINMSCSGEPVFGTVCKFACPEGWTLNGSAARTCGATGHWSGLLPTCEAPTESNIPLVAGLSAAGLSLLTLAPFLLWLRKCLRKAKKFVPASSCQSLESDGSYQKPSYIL
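Assay system: HUVEC primary endothelial cells. Input: 3,000 HUVEC seeded per well. Doses: one compound dose added by pin transfer. Read-out basis: % PE-positive cells. Benchmarks: TNF-alpha high, DMSO low. Detection: immunofluorescence imaging. Buffer or medium: EGM-2, gelatin.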
PglD inh: C. jejuni PglD acetyltransferase inhibitors, primary screen, biochemical, DTNB colorimetric, single point; actives 0.098% (n = 360,000); inhibition, % at 12.5 µM; purified PglD enzyme, DTNB colorimetric CoA detection; in the data active = inhibition above about 16%, passing the limit was not always enough; inconclusive = no clear call, values can overlap the other calls; note: strong numbers were not always called active
Starred values were filed as active, the others as inactive; ? = inconclusive; nt = no result given.

canonical_smiles,ERp5 inh,SIRT5 inh,S100A4 MyoIIA,C2C12 statin,DENV2 CPE rescue,E-sel inducer,PglD inh
COc1ccc(N(CC(=O)N2CC=C(c3ccccc3)CC2)S(=O)(=O)c2c(C)noc2C)cc1,-1,3,-4,7,-5,-0.4,-7
COc1ccc(-n2nc(C)cc2Nc2ccccc2C(=O)O)cc1,1,2,-3,nt,7,0.1,nt
O=C1CCC(C(=O)OCc2nnc(-c3ccc(Cl)cc3)o2)=NN1,2,-2,-1,14,10,nt,-6
CCOC(=O)c1cc(-c2csc(-c3ccc(C(F)(F)F)cc3)n2)on1,-3,-1,-3,nt,-2,2.6,nt
O=C(NCC1CCCO1)c1cc2c(s1)CCC2 (centres undefined),0,1,-5,nt,1,0.3,nt
Nc1nc(N)c2[nH]c(-c3ccccc3)nc2n1,0,-71,1,-1,-2,nt,-2
CCc1nc2c(OCc3ccc(C(F)(F)F)cc3)cccn2c1N(C)C(=O)C1CC1,8,nt,0,-8,-2,-0.5,-2
CCSc1cc(N2CCCC2)nc(-c2cccc(C)c2)n1,1,-1,9,nt,?,nt,nt
CCOc1cc(C(=O)Nc2ncn[nH]2)cc(OCC)c1OCC,-3,1,-1,nt,-2,nt,nt
C=CCn1c(C)nnc1SCC(=O)Nc1oc(C)c2c(C)n[nH]c(=O)c12,-1,1,2,nt,3,-2.3,nt
O=C(Nc1ccc(Nc2ccccc2)cc1)Nc1ccccc1Cl,-2,5,5,-40,?,0.2,1
COc1ccc(CN(C)C[C@@H]2Oc3ccc(NC(=O)C4CCCCC4)cc3CC(=O)N([C@@H](C)CO)C[C@@H]2C)cc1,3,-1,3,6,-2,nt,5
Cc1[nH]n(C(N)=S)c(=O)c1N=Nc1cccc(C(F)(F)F)c1,2,-2,-2,nt,6,-0.1,nt
CCN1CCN(c2nc3ccccc3nc2NS(=O)(=O)c2ccc(NC(C)=O)cc2)CC1,4,2,46,-4,-1,nt,9
CSCC(=O)N1CCCC(N2CCN(c3ccc(F)cc3)CC2)C1 (centres undefined),5,1,2,8,6,0.6,-4
CNC[C@H]1Oc2cc(C#Cc3ccc(OC)cc3)ccc2S(=O)(=O)N([C@@H](C)CO)C[C@@H]1C,-2,0,55,-55,33*,-2.0,7
OC(CNC1Cc2ccccc2C1)COc1ccc(F)cc1 (centres undefined),1,-4,-6,nt,18,0.1,20
C[C@@H]1CN([C@H](C)CO)C(=O)c2cc(NC(=O)c3ccncc3)ccc2O[C@@H](C)CCCCO[C@@H]1CN(C)C(=O)Cc1ccccc1,2,-1,37,nt,16,0.0,-4
COc1cccc(-c2nc(CS(=O)CC(=O)NCCc3ccccc3)c(C)o2)c1 (centres undefined),-6,-3,-3,38,-1,0.6,-2
COc1cccc2cc(C(=O)NCCN3CCOCC3)c(=O)oc12,6,-5,2,12,6,-0.2,-1
CC(C)Cn1c(N2CCN(C(=O)/C=C/c3ccccc3)CC2)nc2ccccc21,-7,1,1,nt,2,2.7,nt
COc1ccc(CNCc2cccc(C)c2)cc1,0,-6,3,1,2,0.1,-3
Cc1nn(CCO)c2ncc(C(=O)c3cc(Cl)ccc3O)cc12,-1,3,-4,2,1,0.0,-6
O=C(O)CCCN=Cc1c(O)c2ccccc2oc1=O,1,1,1,nt,5,nt,-1

2 of the compounds above, with values under each structure.
Screens in order – ERp5 inh	SIRT5 inh	S100A4 MyoIIA	C2C12 statin	DENV2 CPE rescue	E-sel inducer	PglD inh
OC(CNC1Cc2ccccc2C1)COc1ccc(F)cc1 (centres undefined)
    1	-4	-6	nt	18	0.1	20
C[C@@H]1CN([C@H](C)CO)C(=O)c2cc(NC(=O)c3ccncc3)ccc2O[C@@H](C)CCCCO[C@@H]1CN(C)C(=O)Cc1ccccc1
    2	-1	37	nt	16	0.0	-4

Next section:
canonical_smiles,ERp5 inh,SIRT5 inh,S100A4 MyoIIA,C2C12 statin,DENV2 CPE rescue,E-sel inducer,PglD inh
Cc1cccc(NC(=O)c2cc3c(=O)n4ccccc4nc3n(CC(C)C)c2=N)c1,-1,nt,-3,-7,-4,0.0,6
Cc1cc(Cl)ccc1OCC(=O)NC1CCCC1,4,-2,10,-3,0,nt,nt
COc1ccc(Cn2ccnc2SCC(=O)Nc2ccccc2OC)cc1,5,-1,5,0,5,0.1,0
COc1ccccc1-c1cccc(-c2nc(C(=O)N3CCCCC3)cc3c2[C@H](CCO)N(S(=O)C(C)(C)C)C3)c1 (some centres undefined),-2,-1,-22,15,12,-0.1,4
CN(C)CCCN(C(=O)c1cc(-c2cccs2)nc2ccccc12)c1nc2c(F)cccc2s1,2,2,-25,-1,11,nt,-2
O=C(C[C@@H]1CC[C@H]2[C@@H](COC[C@@H](O)CN2S(=O)(=O)c2ccc(Oc3ccccc3)cc2)O1)Nc1ccccc1,-1,7,5,-7,0,0.6,0
O=C(c1ccccc1)N1CC(=O)N2[C@H](CO)[C@@H](c3ccc(C#Cc4ccccc4)cc3)[C@@H]2C1,-2,5,-5,nt,21*,-0.6,nt
CCCCNC(=O)C1(C)CCCCN1C(=O)c1cc(C)n(C(C)(C)C)n1 (centres undefined),-12,-1,2,-1,8,nt,-1
C[C@@H]1CCCCO[C@@H](CN(C)Cc2ccc(Cl)c(Cl)c2)[C@H](C)CN([C@H](C)CO)C(=O)c2cc(NC(=O)CCC(F)(F)F)ccc2O1,3,2,-2,nt,8,0.0,0
O=C1NC(c2ccc(Cl)cc2Cl)Oc2ccccc21 (centres undefined),-1,1,2,1,-5,nt,5
COc1ccc(CNc2ccc(S(N)(=O)=O)cc2)cc1,6,5,-1,nt,0,-2.0,nt
Cc1cc(C)cc(NC(=O)Cn2nnc(C(=O)NCc3ccc(F)cc3)c2N)c1,-8,16*,1,120*,4,nt,2
Cc1ccc(Cn2nnnc2CN2CCC(O)(c3ccc(F)cc3)CC2)cc1,1,3,-1,59,-7,nt,5
Cc1ccccc1NC(=O)c1ccc(F)c(S(=O)(=O)N2CCCCC2)c1,4,7,-3,nt,7,nt,nt
COc1cccc(C(=O)N[C@H](C(=O)N2CCC[C@H]2C(=O)NCc2ccccc2)C(C)C)c1,0,12,-1,nt,4,0.2,nt
Cc1nc(NC(=O)c2ccco2)sc1-c1csc(Nc2ccc(Cl)cc2)n1,-2,nt,-3,-24,?,0.2,-4
COc1ccc(-n2cc(CNC(C)c3ccncn3)c(-c3cccc(F)c3)n2)cc1 (centres undefined),-2,6,-1,nt,-4,nt,nt
COc1ccc(C(O)(CCC(C)C)C(CN2CCOCC2)c2ccccc2)cc1 (centres undefined),1,-3,3,-5,-4,0.3,2
CC(=O)N1CCN(CC(O)Cn2c3ccccc3c3ccccc32)CC1 (centres undefined),5,-5,2,5,1,nt,-2
CCOC(=O)CSc1nnc(Cc2cc(=O)[nH]c(=O)[nH]2)n1-c1cccc(OC)c1,0,-2,1,-11,nt,nt,4
COCC(=O)N1CC2(C1)CN(Cc1nccs1)[C@H](CO)c1c2c2ccc(OC)cc2n1C,2,0,6,nt,-1,-0.2,nt
CCO[C@@H]1OC(C(=O)N2CCCC2)=C[C@H](c2ccccc2)[C@H]1CCCO,-6,-1,-17,nt,8,nt,-2
Cc1cc(C)cc(NC(=O)Cn2cc(C=O)c3ccccc32)c1,1,-7,-1,9,?,nt,2
CNC[C@@H]1Oc2ccc(NS(=O)(=O)c3ccc(C)cc3)cc2C(=O)N([C@H](C)CO)C[C@H]1C,5,-3,-31,-3,4,0.1,2
CS(=O)(=O)c1ccc(S(=O)(=O)N2CCN(C(=O)C(O)c3ccccc3)CC2)cc1 (centres undefined),-2,-2,2,nt,2,1.3,nt
CC1(C)CC2CC(C)(CN2C(=O)COC(=O)c2cccc(O)c2)C1 (centres undefined),2,-6,-5,5,4,1.5,-8
CN1CCn2cnc(C(=O)Nc3ccc(Cl)cc3)c2C1=O,-1,0,18,9,-11,0.1,0
CC1(C)CNC(=O)c2sc(NC(=O)c3ccccc3)nc2C1,0,-14,1,-31,1,nt,1
NC(=O)CC(NC(=O)c1cccc(Br)c1)c1ccc(NC2CCN(Cc3ccccc3)CC2)c([N+](=O)[O-])c1 (centres undefined),6,nt,-3,10,70*,0.4,-3
C[C@H](CO)N1C[C@H](C)[C@H](CN(C)Cc2ccncc2)Oc2c(NC(=O)c3ccc(-c4nccs4)cc3)cccc2C1=O,-4,-2,2,-6,-4,-0.7,2
COc1ccc(NC(=O)N(C)C[C@@H]2Oc3ncc(C#C[C@@H](C)O)cc3C(=O)N([C@@H](C)CO)C[C@H]2C)cc1,1,2,-7,7,-4,-0.1,0
O=C1NC[C@@H](Cc2cccc3ccccc23)N(CCc2cc(C(F)(F)F)cc(C(F)(F)F)c2)C1=O,-5,2,-2,10,?,-0.2,-6

10 structures already listed, arranged by SMILES length, largest number first:
canonical_smiles,ERp5 inh,SIRT5 inh,S100A4 MyoIIA,C2C12 statin,DENV2 CPE rescue,E-sel inducer,PglD inh
COc1ccc(NC(=O)N(C)C[C@@H]2Oc3ncc(C#C[C@@H](C)O)cc3C(=O)N([C@@H](C)CO)C[C@H]2C)cc1,1,2,-7,7,-4,-0.1,0
CNC[C@@H]1Oc2ccc(NS(=O)(=O)c3ccc(C)cc3)cc2C(=O)N([C@H](C)CO)C[C@H]1C,5,-3,-31,-3,4,0.1,2
O=C1NC[C@@H](Cc2cccc3ccccc23)N(CCc2cc(C(F)(F)F)cc(C(F)(F)F)c2)C1=O,-5,2,-2,10,?,-0.2,-6
COCC(=O)N1CC2(C1)CN(Cc1nccs1)[C@H](CO)c1c2c2ccc(OC)cc2n1C,2,0,6,nt,-1,-0.2,nt
CS(=O)(=O)c1ccc(S(=O)(=O)N2CCN(C(=O)C(O)c3ccccc3)CC2)cc1 (centres undefined),-2,-2,2,nt,2,1.3,nt
CCOC(=O)CSc1nnc(Cc2cc(=O)[nH]c(=O)[nH]2)n1-c1cccc(OC)c1,0,-2,1,-11,nt,nt,4
CCO[C@@H]1OC(C(=O)N2CCCC2)=C[C@H](c2ccccc2)[C@H]1CCCO,-6,-1,-17,nt,8,nt,-2
CC1(C)CC2CC(C)(CN2C(=O)COC(=O)c2cccc(O)c2)C1 (centres undefined),2,-6,-5,5,4,1.5,-8
CC1(C)CNC(=O)c2sc(NC(=O)c3ccccc3)nc2C1,0,-14,1,-31,1,nt,1
CN1CCn2cnc(C(=O)Nc3ccc(Cl)cc3)c2C1=O,-1,0,18,9,-11,0.1,0

Next records:
canonical_smiles,ERp5 inh,SIRT5 inh,S100A4 MyoIIA,C2C12 statin,DENV2 CPE rescue,E-sel inducer,PglD inh
Cc1ccc(C(=O)COC(=O)CCC(=O)NC2CCCCC2)cc1[N+](=O)[O-],0,-2,4,nt,5,nt,nt
CN1CCN(C(=O)C23CC4CC(C2)CC(c2ccccc2)(C4)C3)CC1,-2,2,-1,2,3,nt,3
O=C(O)CC1(O)C(=O)N(Cc2ccccc2)c2ccccc21 (centres undefined),-5,2,-4,4,12,-3.4,2
CCN(CC)S(=O)(=O)c1ccc(N2CCN(c3ccccc3OC)CC2)c(N)c1,-3,nt,-6,-22,5,-0.1,-1
COCCNC(=S)N/N=C(\C)c1ccc(Cl)c(Cl)c1Cl,-5,0,-1,nt,5,nt,nt
COC(=O)c1sccc1NC(=O)COc1cccc(C)c1,1,-3,0,13,4,nt,nt
CCCCOC(=O)c1ccc(NC(=O)C(=O)NCc2ccccn2)cc1,3,-1,1,4,-5,nt,-6

Some of the compounds tested, so the mix of outcomes need not match the whole.
